# HTR2A ag = mouse HTR2A agonism via beta-arrestin recruitment | P35363 | CHO-K1 mHTR2A beta-arrestin complementation, luminescence; percent of 30 µM serotonin response | activation, % at 7.6 µM | 0.66% of 360,000 active | AID 624169;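 active means activation above a run cutoff, the mean activation of all tested compounds plus 3 SD, cut at about 14% in these data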;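 further: 0% = plate median of compound wells and 100% = 30 µM serotonin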
# Target sequence (P35363 whole entry, looked up): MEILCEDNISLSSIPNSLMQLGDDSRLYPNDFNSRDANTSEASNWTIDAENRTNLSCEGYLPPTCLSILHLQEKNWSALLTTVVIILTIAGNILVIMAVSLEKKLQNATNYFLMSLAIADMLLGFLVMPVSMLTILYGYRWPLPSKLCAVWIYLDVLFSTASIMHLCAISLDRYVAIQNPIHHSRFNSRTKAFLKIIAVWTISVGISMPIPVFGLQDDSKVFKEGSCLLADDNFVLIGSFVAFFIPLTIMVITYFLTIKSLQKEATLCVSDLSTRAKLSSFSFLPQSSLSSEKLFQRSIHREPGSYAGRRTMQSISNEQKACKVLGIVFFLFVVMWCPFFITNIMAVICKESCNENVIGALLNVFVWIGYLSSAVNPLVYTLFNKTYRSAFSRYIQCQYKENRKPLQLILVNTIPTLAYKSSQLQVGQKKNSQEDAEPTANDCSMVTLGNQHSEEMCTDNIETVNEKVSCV
# Vif inh = HIV Vif inhibition. HEK293T cells, Vif self-association by quenched fluorescence, imaging, 24 h. AID 602346. 0.35% of 340,000 active. inhibition, % at 7.49 µM; in the data active means inhibition above about 50%, passing the limit was not always enough; further: some results filed as inactive read as strong as hits
# N-glyco inh = N-linked glycosylation inhibition; D54 ERlucT glycosylation luciferase reporter, 24 h; percent of 100 nM tunicamycin response; reporter increase, % at 12.5 µM; 0.23% of 360,000 active; AID 588692;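 active means mean luciferase reporter signal, scaled so untreated is 0 and the glycosylation-blocking control 100, at or above a set limit in every replicate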;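 further: luciferase carries N-glycosylation sites so blocking glycosylation raises the light; 0% = median of neutral control wells and 100% = median of 100 nM tunicamycin wells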
# CaV13 ICDI inh = Disruptors of the CACNA1D IQ motif to Ca2+-dependent inactivation inhibitor domain association, primary screening, Förster resonance energy transfer in intact living …; 0.098% of 340,000 active; HEK cells, CFP/YFP FRET ICDI-IQ, plate reader, 10 min; percent FRET-ratio fall versus neutral wells; inhibition, % at 12.3 µM; AID 743397;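 active means mean replicate inhibition of at least 30% and at least 1% of replicates passing that level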;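 further: 0% = median of the neutral control wells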
# MC4R antag cAMP = blocks human MC4R cAMP signaling. inhibition, % at 6.5 µM. P32245. MC4R-expressing cells, MTII-stimulated cAMP, LANCE TR-FRET. AID 540295. 0.48% of 360,000 active;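 active means inhibition above its plate's cutoff, the mean of tested wells on that plate plus 3 SD, cut at about 29% in these data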;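 further: 0% = Melanotan II alone and 100% = Melanotan II plus saturating MCL0020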
# Target sequence (P32245 whole entry, looked up): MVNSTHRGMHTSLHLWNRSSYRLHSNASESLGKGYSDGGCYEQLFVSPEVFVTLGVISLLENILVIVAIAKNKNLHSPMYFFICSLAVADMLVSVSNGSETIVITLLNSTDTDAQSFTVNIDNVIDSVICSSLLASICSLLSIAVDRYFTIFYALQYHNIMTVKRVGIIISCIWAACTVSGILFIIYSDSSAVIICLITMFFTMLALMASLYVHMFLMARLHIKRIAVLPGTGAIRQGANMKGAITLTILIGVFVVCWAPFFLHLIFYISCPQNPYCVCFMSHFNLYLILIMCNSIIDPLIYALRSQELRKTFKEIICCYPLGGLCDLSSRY
#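 Material: U2OS-MC4R stable cell line | Reagent: Melanotan II challenge after compound preincubation | Doses: One concentration, 6.5 µM nominal | Incubation: 30-min compound preincubation, 1-h Melanotan II challenge, 1-h detection, room temperature | Signal: TR-FRET cAMP assay | Replicates: One well per compound, no replicates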
# Cardio protect = protects H9c2 cardiomyocytes from peroxide injury; H2O2 injury protection, ATPLite, 2 h; protection from H2O2 cell death, % at 20 µM; 0.63% of 360,000 active;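 active means compounds giving at least 50% protection of heart cells from peroxide-induced death in the single-dose screen, raw or plate-pattern-corrected value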;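 further: 0% = DMSO wells with peroxide and 100% = DMSO wells without peroxide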
# PDI turbidity = blocks human protein disulfide isomerase activity | P07237 | PDI insulin aggregation turbidity, A650, 90 min | inhibition, % at 10 µM | 0.052% of 350,000 active | AID 588391;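 active means mean inhibition across replicates of 30% or more, whatever share of single replicates reach that level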;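 further: absorbance from insulin aggregation driven by PDI reduction with DTT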
# ABCB6 inh MLPCN = blocks the human ABCB6 transporter; Q9NP58; K562-ABCB6 porphyrin accumulation, flow cytometry, 1 h; hits give low values; fluorescence ratio to DMSO, % at 10 µM; 0.19% of 360,000 active; AID 602162;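 active means fluorescence ratio to DMSO below 75%, the collection mean minus 3 SD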;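 further: signal is porphyrin accumulated inside mitochondria; 100% equals median channel fluorescence of DMSO control wells; lower ratio means ABCB6 inhibition with less porphyrin fluorescence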
# aDG glyco up = increases alpha dystroglycan glycosylation; Pro5-aDG cells, alpha-DG glycosylation AlphaScreen (IIH6); 0% Pro5, 100% B10-LARGE cell signal; activation, % at 10 µM; 0.22% of 360,000 active;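 active means activation of at least 8% versus controls, or a plate z-score of at least 8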;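 further: Pro5 are CHO cells carrying HIG-tagged alpha-DG that lacks glycosylation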
# MC4R ag barr = activates human MC4R beta-arrestin recruitment; U2OS MC4R beta-arrestin complementation, luminescence; percent of melanotan II response, DMSO zero; activation, % at 8.9 µM; AID 540308; 0.98% of 360,000 active; P32245;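 active means activation above a per-plate cutoff, the mean activation of sample wells on that plate plus 3 SD, cut at about 8% in these data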
# Starred values were filed as active, the others as inactive; · = no result given. An unsorted share of the library; about 3.6% have a hit in one of these screens.
SMILES,HTR2A ag,Vif inh,N-glyco inh,CaV13 ICDI inh,MC4R antag cAMP,Cardio protect,PDI turbidity,ABCB6 inh MLPCN,aDG glyco up,MC4R ag barr
CCOC(=O)CCSc1nc(N2CCOCC2)c2c(c1C#N)CC(C)(C)OC2,0,-5,2,-18,2,39,5,98,0.1,-1.4
Cc1nn2c(NC(C)C)c3c(nc2c1-c1ccccc1)CCC3,-1,-13,-5,-7,1,-2,-3,99,-0.2,1.4
Cc1cc(CNC(=O)[C@H](C)[C@@H]2C[C@@]2(C)[C@@H](NC(=O)OCc2ccccc2)c2ccccc2)nn1C,-5,-2,-2,-6,3,17,-3,93,0.1,0.9
CCOc1cc(C(=O)Nc2cnccn2)cc(OCC)c1OCC,-2,-5,17,-7,-3,17,-5,101,0.2,-0.4
O=C(N/N=C\c1cccnc1)c1cc(-c2ccccc2)nc2c(Cl)cccc12,-13,2,23,-2,-6,12,0,93,-0.7,-0.8
Cc1ccc(Oc2nc3ccccn3c(=O)c2/C=C(\C#N)C(=O)NC2CCS(=O)(=O)C2)cc1 (stereo unspecified),-2,12,4,16,4,3,0,96,0.0,-2.0
Cc1ccc2[nH]c(-c3ccccc3)c(CN3CCN(C)CC3)c(=O)c2c1,4,0,2,-2,1,20,-6,106,-0.1,0.9
N#Cc1c(Cl)cccc1Oc1ccc(S(=O)(=O)Nc2ccccc2)cc1,-1,-7,-1,-4,26,-10,-1,101,0.1,2.9
CS(=O)(=O)N1CCc2cc(-c3csc(NC(=O)C(c4ccccc4)c4ccccc4)n3)ccc21,2,-7,-6,·,4,-8,17,94,-0.3,-0.8
CCOC(=O)c1c(NC(=O)c2ccc(Br)o2)sc(C)c1CC,-5,-25,0,-5,20,4,-5,113,0.2,-2.8
Cc1ccc(C2(C)NC(=O)N(CC(=O)N(C)CC(=O)Nc3cccc4ccccc34)C2=O)cc1 (stereo unspecified),-3,-13,-1,-5,2,-2,0,99,-0.2,-0.9
O=C(CN1CCN(Cc2ccccc2Cl)CC1)N=Nc1c(O)[nH]c2ccccc12,-1,6,-3,-3,3,-2,1,100,0.2,-3.5
CCOc1ncccc1C(=O)OCc1ccccc1,4,51*,-3,1,0,10,5,102,0.2,1.3
COc1ccc(N2CCN(C(=O)CCNC(=O)c3ccccc3)CC2)cc1,3,-7,-1,-4,-1,2,5,95,-0.1,0.5
CCOc1ccc(OCC(=O)OCn2c(SC)nnc(C)c2=O)cc1,-2,5,2,-2,-3,7,2,95,-0.4,-2.1
CC(C)(C)C(=O)N1CCC(O)(CS(=O)(=O)Cc2ccccc2)CC1,3,-2,1,9,8,-2,-7,97,0.1,-1.7
COc1ccccc1CNC(=O)Cc1ccc(OC)c(OC)c1,5,-1,1,-21,-3,-2,-9,97,-0.1,-0.9
COc1ccc(CCN(C)c2ccc(S(=O)(=O)N3CCCC3)cc2[N+](=O)[O-])cc1OC,4,-4,1,-3,9,-5,-2,104,0.0,-0.2
O=C(NCCc1c[nH]c2ccccc12)c1cc(S(=O)(=O)N2CCCCC2)ccc1N1CCOCC1,-5,20,-1,0,6,-11,-11,89,-0.2,-0.7
CC(=O)Nc1ccc(NC(=O)c2c([N+](=O)[O-])c(C(C)(C)C)nn2C)cc1,1,-2,-6,-11,18,8,0,97,0.0,-0.5
Cc1ccc(S(=O)(=O)N2CCOCC2)cc1C(=O)OC1CCCCC1=O (stereo unspecified),4,23,-2,-6,13,-1,7,93,-0.1,-2.8
C=C(c1ccc2nc(NC(=O)OC)[nH]c2c1)c1cccs1,-2,4,2,-10,-13,-7,3,99,0.0,-1.1
COc1ccc(Cl)cc1NC(=O)Cn1nnc(C(=O)NCCc2ccc(OC)c(OC)c2)c1N,-5,13,-2,-3,-5,7,-10,100,0.1,-0.8
Cc1c(Cl)cccc1N=Cc1ccc([N+](=O)[O-])s1,2,-2,35*,-3,-1,-11,-4,114,-0.3,-2.5
COC(=O)c1c(C)cc(OC(C)=O)c(C)c1OC(C)=O,0,-5,-1,·,0,3,-8,93,0.2,-1.1
COc1ccc(OC)c(NC(=O)c2ccc3c(=O)n(CCc4ccccc4)c(=S)[nH]c3c2)c1,3,3,-5,-4,9,12,-4,87,-0.4,-1.8
O=C(/C=C/c1c(F)cccc1Cl)Nc1ccncc1,2,-14,0,-6,11,0,5,98,0.3,3.0
COc1ccc(N2CCN(C(=O)CCc3nnc4ccc(N5CCCC5)nn34)CC2)cc1,0,17,2,-13,26,4,0,92,-0.3,1.8
COc1ccc(-n2c(C)csc2=S)cc1,-1,12,2,-5,-3,-4,-5,98,0.0,0.5
C[C@H](CO)N1C[C@H](C)[C@@H](CN(C)CC2CCCCC2)Oc2ccc(NC(=O)Cn3cnnn3)cc2C1=O,-3,2,0,-2,12,3,-4,100,-0.1,0.4
C[C@@H]1[C@H](O)C[C@@]23COC(=O)C2=CCC[C@@H]3[C@@]1(C)CC/C(=C/CO)CO,-1,-10,-1,·,17,0,·,101,0.0,-1.9
CCOC(=O)Nc1nnc(Cc2ccc(Cl)c(Cl)c2)s1,3,11,1,-4,-9,-3,-6,81,0.1,3.6
CC1=CC(C)(C)NC(=S)N1c1cccc(Cl)c1,0,13,0,-6,0,-3,-3,93,0.1,-1.6
O=S(=O)(c1cc(F)ccc1F)N1CCN(C2CCCCC2)CC1,-3,0,-2,-2,0,-3,5,100,0.2,-1.6
Cc1cc(S(=O)(=O)N2CCOCC2)ccc1OCC(=O)NCCCn1ccnc1,6,7,1,-7,0,-1,-8,94,-0.1,0.6
CCOC(=O)N1CCN(C(=O)c2ccc(N(Cc3ccccc3Cl)S(C)(=O)=O)cc2)CC1,0,·,-1,-5,2,-6,-4,96,-0.2,-1.8
O=C(O)CN1C(=O)C(=O)N(Cc2ccc(Cl)c(Cl)c2)C1=O,-2,·,1,-2,10,4,9,108,0.0,-0.2
COC(=O)c1ccc(OCC(O)CN(CCO)CC(O)Cn2ccc3ccccc32)cc1 (stereo unspecified),1,-18,-1,-1,9,-3,17,96,1.0,3.6
COc1ccc(S(=O)(=O)NCCc2ccccc2)c2cccnc12,9,4,-1,-21,-1,-4,-12,91,0.0,-1.4
COc1ccc(OC)c(NC(=O)c2cccc(NC(=O)c3ccccc3)c2)c1,0,-5,-3,1,-2,4,13,95,-0.1,-0.3
O=C(Nc1nc(-c2cccs2)cs1)c1cccc(S(=O)(=O)N2CCCCC2)c1,-7,·,0,-4,5,-4,-6,109,-0.2,-0.6
CCN1CCc2c(OCC(=O)Nc3ccc(C)cc3)cccc2C1=O,0,1,1,·,3,-2,-7,103,0.0,0.2
CCOc1ccccc1NC(=O)COC(=O)COc1c(Cl)cc(Cl)c2ccc(C)nc12,3,·,-1,-2,9,6,3,98,0.0,-0.3
Cc1ccc2nc(SCC(=O)N3CCN(c4ccccc4)CC3)[nH]c2c1,1,17,-1,2,-3,-5,-14,95,0.0,1.3
O=C(Nc1nnc(-c2cccs2)o1)c1cccc(Oc2ccccc2)c1,-2,9,4,-4,3,53*,-24,96,0.0,-2.0
N#CC(C#N)=C(N)CSc1cccc[n+]1[O-],-1,-2,1,-4,9,3,0,99,0.1,-1.8
COCCNc1nnc(Cc2ccc(Cl)cc2)c(=O)[nH]1,9,2,1,-2,0,5,2,97,-0.1,0.3
Cc1ccccc1S(=O)(=O)Cc1ccc(C(=O)NC2CCCC2)o1,4,-2,-3,-2,2,4,-2,103,0.4,-1.6
FC(F)(F)c1cnc(N2CCCN(C(=S)Nc3ccccc3)CC2)c(Cl)c1,3,-6,-5,-5,2,-13,1,94,0.5,1.9
CCc1cccc(C)c1NC(=O)C1CC(=O)N(C2CCCC2)C1 (stereo unspecified),0,-2,-2,-2,0,-1,-6,95,1.6,-2.5

# Next records follow.
SMILES,HTR2A ag,Vif inh,N-glyco inh,CaV13 ICDI inh,MC4R antag cAMP,Cardio protect,PDI turbidity,ABCB6 inh MLPCN,aDG glyco up,MC4R ag barr
CN1CCN(c2nc3ccccn3c(=O)c2/C=C(\C#N)S(=O)(=O)c2ccc(Cl)cc2)CC1,-8,1,1,-5,16,2,5,106,-0.2,-2.5
Cc1nc2ccc(NC(=O)N3CCSCC3)cc2s1,-2,·,0,-5,-6,1,2,93,0.0,-1.8
Cc1sc2nc(CSCC(=O)Nc3ccc(C(F)(F)F)cc3)[nH]c(=O)c2c1C,-5,15,2,-3,-4,5,-2,109,0.0,2.0
CCc1oc(-c2ccc(OC)cc2)c(C(=O)OCCCCCO)c1C(C)OCCO (stereo unspecified),-1,·,·,-9,·,·,·,97,0.0,·
NS(=O)(=O)c1cccc(NC(=O)CC23CC4CC(C2)CC(CC(=O)Nc2cccc(S(N)(=O)=O)c2)(C4)C3)c1,-4,-7,3,-2,16,0,-1,104,0.0,-0.1
O=C(O)c1ccc(N=C2NC(=O)C(CO)(CO)S2)cc1,0,-7,-1,-3,8,8,2,100,0.0,-0.6
CCOc1ccc(NC(=O)CSc2nnc(-c3ccccn3)n2C)cc1,1,-21,4,-6,-6,2,-3,98,-0.2,-1.4
CCC(=O)c1ccc(OCC(=O)Nc2ccc(N3CCOCC3)cc2N2CCOCC2)cc1,6,7,-2,·,5,2,-1,97,-0.1,-1.8
NS(=O)(=O)OCc1ccc(C(F)(F)F)cc1,-5,-6,0,-8,15,-7,-4,99,-0.2,-0.5
Cc1ccc(C(=O)Nc2nc(C(N)C(C)C)cs2)cc1 (stereo unspecified),-5,0,-2,-4,-1,2,5,100,0.1,-1.1
Cc1ccnc(NCn2nnc3ccccc32)c1,4,15,0,-8,1,-8,5,85,-0.2,1.8
Cc1ccc2sc(N3CCN(C(=O)C4=COCCO4)CC3)nc2c1C,2,-1,1,-1,3,-12,-11,93,-0.2,0.9
COc1ccc(Nc2oc(-c3ccccc3)nc2C#N)cc1,-5,-1,-3,-3,-4,-8,-3,99,-0.4,3.3
COc1ccc(NC(=O)CN2CCC(NC(=O)C3CCCCC3)CC2)cc1,9,-1,2,-8,4,-5,4,68*,0.0,-2.5
Cc1ccc(Cn2nc(C)c(NC(=O)CSc3nc4c(c(C(F)(F)F)n3)CCc3ccccc3-4)c2C)cc1,-1,3,-11,-4,5,-4,-2,109,-0.1,-1.3
CC(=O)c1ccc(-c2cnc3c(NC=O)cc(-c4ccc(C(=O)NC5CC5)cc4)cn23)cc1,7,·,-17,-5,17,95*,-1,80,0.1,11*
O=C(c1cc2c(ccc3ccccc32)o1)N1CCN(c2ncc(C(F)(F)F)cc2Cl)CC1,9,-2,1,-5,3,-15,2,95,-0.2,-0.6
c1n[nH]c(SCCCCSc2ncn[nH]2)n1,4,6,-1,·,14,0,-6,103,0.1,-0.1
CCOC(=O)C1CCCN(S(=O)(=O)c2nc3nc(C)cc(C)n3n2)C1 (stereo unspecified),3,·,-2,·,1,2,1,97,-0.3,0.7
Cc1cc(C)cc(NS(=O)(=O)c2cnc(Cl)c(Cl)c2)c1,4,·,2,-6,18,-11,3,101,0.2,1.7
